Compound activity from PubChem BioAssay.
K1F lysis inhibition = inhibition of K1F phage lysis, E. coli UTI89, bacterial capsule biogenesis inhibitors, alamar blue (AID 488966) | E. coli UTI89 K1F phage lysis, alamar blue, 2 h; higher % means a stronger effect | inhibition, % at 100 µM; hits with a dose series show IC50 in µM | 340,000 tested, 0.02% active;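 active = phage lysis inhibition, versus mean bacterial control, above a set limit; inconclusive = no clear call, values can overlap the other calls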;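 note: capsule biogenesis inhibitors block K1F phage lysis so surviving cells raise fluorescence; higher fluorescence means more inhibition of phage lysis; actives were called in the ten point dose series up to 300 µM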
RSV antiviral HEp-2 = inhibition of RSV-induced cytopathic effect – HEp-2 cells, primary 10 µM value included (AID 2391) | HEp-2 cells, RSV-induced CPE inhibition; higher % means a stronger effect | one-dose CPE inhibition, % at 10 µM; IC50 in µM for titrated hits | 310,000 tested, 0.13% active; in the data active = a potency from the dose series; inconclusive = CPE inhibition mostly from about 23% at the one dose, without a potency; inactive = the rest, 99 in 100 with CPE inhibition below about 21%; note: strong numbers were not always called active
NTR1 ag = agonists of NTR1, primary screen, imaging, U2OS cells, beta-arrestin-GFP, high content (AID 493036) | P30989 | NTR1-U2OS beta-arrestin-GFP spot imaging, agonist mode | 330,000 tested, 0.17% active | activation, % at 20 µM;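 active = activation at or above 40% of the spot to cytoplasm intensity ratio, with at least 20 cells analyzed; inconclusive = wells under 20 cells, flagged as cytotoxic or low count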;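 note: 0% = DMSO without peptide and 100% = 100 nM NTR1 peptide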
Target sequence (P30989 whole entry, looked up): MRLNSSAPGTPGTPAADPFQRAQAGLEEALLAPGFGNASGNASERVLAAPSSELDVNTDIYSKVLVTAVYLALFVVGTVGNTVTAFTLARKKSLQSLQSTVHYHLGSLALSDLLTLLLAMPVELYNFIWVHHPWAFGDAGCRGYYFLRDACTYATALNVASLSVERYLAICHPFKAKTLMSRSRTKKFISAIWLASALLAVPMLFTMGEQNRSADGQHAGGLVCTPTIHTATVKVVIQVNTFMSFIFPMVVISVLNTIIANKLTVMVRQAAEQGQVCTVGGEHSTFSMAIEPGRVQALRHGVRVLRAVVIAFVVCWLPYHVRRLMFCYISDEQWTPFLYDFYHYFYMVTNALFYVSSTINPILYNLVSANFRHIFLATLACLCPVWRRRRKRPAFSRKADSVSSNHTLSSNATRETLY
AID2073 = inhibitors of Mint1-CaV2.2 protein interaction, biochemical, HTRF (AID 2073); HTRF protein-protein interaction, Mint1-CaV2.2; higher % means a stronger effect; inhibition, % at 20 µM, or IC50 in µM where a hit was titrated; 290,000 tested, 0.19% active; in the data active = inhibition mostly above about 51%, no sharp cut-off; inconclusive = no clear call, values can overlap the other calls; inactive = mostly below about 53%; note: some results filed as inactive read as strong as hits
WT yeast gro inh = growth inhibition of WT yeast, mitochondrial fusion screen; mitochondrial fusion phenotypic screen, WT strain; inhibition, % at 10 µM; 190,000 tested, 2.1% active; in the data active = inhibition above about 58%; tested in S. cerevisiae
LYP phosphatase = inhibitors of LYP phosphatase, biochemical, fluorescence intensity, uHTS (AID 1779). recombinant LYP phosphatase, fluorescence intensity; higher % means a stronger effect. one-dose inhibition, % at 11.5 µM; IC50 in µM for titrated hits. 290,000 tested, 0.054% active; in the data active = inhibition above about 50%;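 note: plate controls were vehicle with enzyme for no effect and no enzyme for full effect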
Autophagy mod = alters autophagy in cells | MEF GFP-LC3 puncta imaging; test concentration mostly 10 µM | calls only at 10 µM (by protocol) | 190,000 tested, 0.98% active;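 active = percentage of spot-positive cells more than 3 SD above its plate mean, without a fluorescence outlier flag or 80% toxicity; inconclusive = no clear call, values can overlap the other calls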;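 note: spot-positive cell cutoff set from DMSO-treated cells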
GPR35 arrestin U2OS = GPR35 antagonists blocking zaprinast-driven arrestin recruitment, primary screen, imaging, U2OS, beta-arrestin-GFP, zaprinast agonist (AID 2058). U2OS GPR35 beta-arrestin-GFP translocation imaging, zaprinast antagonism; higher % means a stronger effect. one-dose inhibition, % at 10 µM; IC50 in µM for titrated hits. 290,000 tested, 0.052% active;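 active = inhibition of at least 50% with at least 30 cells and total cytoplasm GFP at most 10,000,000; inconclusive = under 30 cells or total GFP of 10,000,000 plus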
NS5 inhibitors = flavivirus cap methylation enzyme inhibition – biochemical, confirmation dose response, primary screen (AID 588689) | Dengue-2 NS5 methyltransferase capping enzyme assay, biochemical; higher % means a stronger effect | inhibition, % at 25 µM, or IC50 in µM where a hit was titrated | 340,000 tested, 0.3% active; in the data active = a potency from the dose series; inconclusive = inhibition above about 29% without an active follow-up result
WT yeast gro inh mutant strain = second read-out of WT yeast gro inh, no call of its own (marks repeat the call); inhibition, %; mitochondrial fusion phenotypic screen, mutant strain inhibition
Autophagy mod cell loss 18 h = also measured in Autophagy mod; calls as there; toxicity, %; measured here: cell loss, nuclei count;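 cell loss after 18 h compound exposure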
NTR1 ag cell count 20 µM = also measured in NTR1 ag; calls as there; cell count; measured here: cell count, cytotoxicity flag
* marks the source's active call; other numbers are inactive results; i = inactive; ? = inconclusive; . = no result given; & = joins results of further samples; [ ] = another dose, or the depositor's remark.

Compound	K1F lysis inhibition	RSV antiviral HEp-2	NTR1 ag	NTR1 ag cell count 20 µM	AID2073	WT yeast gro inh	WT yeast gro inh mutant strain	LYP phosphatase	Autophagy mod	Autophagy mod cell loss 18 h	GPR35 arrestin U2OS	NS5 inhibitors
CCOC(=O)C1(O)CC(C)=NN1C(=O)c1cccc(Br)c1 (stereo not given)	-0.5%	1.4%	0.6	50	3%	-8	-20	0%	i	1	11%	-9%
Cc1cc(Cl)cc(Cl)c1OCCN1CCCC1	-1.1%	0.8%	0.2	66	8%	.	.	-3%	.	.	-12%	-13%
Cc1ccc(NC(=O)CSc2nc3c(cc2C#N)C(=O)CCC3)cc1S(=O)(=O)N(C)C	0.2%	7.2%	-2.0	64	-6%	-11	-9	0%	i	-4	-7%	3%
Cc1ccc(OP(=O)(Nc2c(C)n(C)n(-c3ccccc3)c2=O)Oc2ccc(C)cc2)cc1	-0.2%	-0.2%	0.8	69	17%	-11	4	8%	i	1	-5%	-2%
COc1cccc(-c2cccc(NC(=O)C3CCN(C4CCOCC4)CC3)c2)c1	0.2%	-0.2%	3.9	52	-5%	.	.	-5%	.	.	6%	-2%
COCCCNCC(=O)Nc1sc(C)c(C)c1C(=O)OC	-0.8%	1.1%	2.0	53	-8%	17	13	0%	i	-9	-6%	-13%
COCc1nc(-c2cc(Br)ccc2OC)no1	-0.7%[50 µM]	2.4%	0.7	50	-3%	15	10	0%	i	-3	-4%	-4%
COc1ccc(-c2cc(C(=O)NCCCN3CCOCC3)on2)cc1OC	0.2%	0.1%	-0.8	73	13%	.	.	-12%	.	.	14%	0%
O=C(/C=C/Nc1ccc(F)c(Cl)c1)c1ccco1	-0.5%	3.0%	-1.2	34	-4%	3	16	0%	i	-3	-9%	-6%
Cc1ccc(NC(=O)CSc2ccc(-c3ccccn3)nn2)cc1	0.1%	0.0%	1.2	60	-14%	3	23	-4%	i	7	-3%	-5%
O=C(CN1C(=O)NC2(CCCC2)C1=O)OCc1cc(=O)n2cc(Br)ccc2n1	0.9%[50 µM]	1.3%	-0.5	55	32%	.	.	-4%	.	.	-5%	1%
CCC(=O)NCCc1nc2cc(NC(=O)c3ccc(F)cc3)ccc2n1C	-0.1%	3.5%	0.6	77	15%	.	.	-4%	.	.	13%	5%

Compound	K1F lysis inhibition	RSV antiviral HEp-2	NTR1 ag	NTR1 ag cell count 20 µM	AID2073	WT yeast gro inh	WT yeast gro inh mutant strain	LYP phosphatase	Autophagy mod	Autophagy mod cell loss 18 h	GPR35 arrestin U2OS	NS5 inhibitors
CCN(CC(=O)Nc1c(F)cccc1F)C(=O)c1ccc(C(=O)c2ccccc2)cc1	-0.2%[50 µM]	2.1%	0.1	53	.	.	.	.	.	.	.	-4%
O=C(c1ccccc1)[C@H]1CC=CC[C@H]1C(=O)O	0.0%	1.5%	-0.8	43	?	-9	-20	-1%	i	1	-3%	-1%
CCCSc1ncc(Cl)c(C(=O)Nc2ccc(S(=O)(=O)Nc3ncccn3)cc2)n1	0.0%	0.6%	-0.8	57	11%	.	.	-8%	.	.	-3%	-8%
CC(C)(C)SCCNC(=O)CN(c1ccccc1)S(=O)(=O)c1ccccc1	-1.2%	-0.7%	2.1	36	4%	5	1	-4%	i	20	7%	1%
CCOC(=O)c1sc(NS(=O)(=O)c2ccc(F)cc2)nc1C	1.1%	-0.1%	-0.2	93	18%	-14	-8	3%	i	9	9%	.
S=C(NC1CCCC1)N1CCN(C/C=C/c2ccccc2)CC1	-0.3%	4.3%	-1.0	94	-13%	16	31	-7%	i	12	3%	4%
COc1ccc(N2C(=O)C3CCCN3C2c2ccc(C)cc2)cc1Cl (stereo not given)	3.7%	0.4%	0.7	91	7%	-25	-42	-5%	i	52	6%	-2%
O=C(/C=C/c1ccc(N2CCCCC2)c([N+](=O)[O-])c1)c1ccc(S(=O)(=O)N2CCCC2)cc1	-0.9%	19%	.	.	2%	21	8	1%	i	-6	-3%	24%
FC(F)(F)c1cnc(N2CCC(=NOCc3ccc(Cl)cc3)CC2)c(Cl)c1	0.7%	16%	1.2	78	2%	63*	8.3*	-4%	i	-18	26%	-4%
CC(C)(C)C(=O)N/C(N)=N/c1nc2ccccc2o1	0.3%	9.9%	0.8	47	0%	.	.	-1%	.	.	-8%	-13%
Cc1ccnc(NC(=O)CCNS(=O)(=O)c2ccc(C)c(C)c2)c1	0.1%	0.1%	1.4	66	49%	.	.	-6%	.	.	2%	0%
COc1cccc(NC(=O)NC2(C(=O)N3CCN(C)CC3)CCCCC2)c1	0.3%	2.3%	1.0	36	2%	.	.	-11%	.	.	-6%	-4%

Compound	K1F lysis inhibition	RSV antiviral HEp-2	NTR1 ag	NTR1 ag cell count 20 µM	AID2073	WT yeast gro inh	WT yeast gro inh mutant strain	LYP phosphatase	Autophagy mod	Autophagy mod cell loss 18 h	GPR35 arrestin U2OS	NS5 inhibitors
O=C1CCCC2=C1C(c1ccsc1)CC(=O)N2c1ccccc1 (stereo not given)	1.1%	0.4%	-0.5	63	10%	-12	-14	-3%	i	-1	4%	-8%
CCOc1ccc(NC(=S)Nc2cc(OC)c(Cl)cc2OC)cc1	-0.3%[50 µM]	1.6%	2.9	62	26%	30	26	-7%	i	-9	-14%	3%
COc1ccc(CNC(=O)C(C)N2CCN(S(=O)(=O)c3ccccc3F)CC2)cc1 (stereo not given)	-0.1%[50 µM]	1.6%	1.4	40	.	.	.	.	.	.	.	-2%
FC(F)(F)c1ccccc1/C=N/Nc1ccccn1	1.4%	-0.1%	4.2	41	-12%	4	-12	2%	i	-12	-2%	1%
O=S(=O)(c1ccc(Cl)cc1)N1CCN(c2ccc(N3CCOCC3)nn2)CC1	0.2%	-0.5%	-0.4	95	5%	-6	-19	-8%	i	-1	-11%	2%
CC(=O)N1CCc2cc(S(=O)(=O)NC(C(=O)NC(C)c3ccccc3)C(C)C)ccc21 (stereo not given)	0.2%	0.4%	0.0	52	10%	.	.	-12%	.	.	13%	5%
N#Cc1cc2c(nc1SCC(=O)NCc1ccc3c(c1)OCO3)CCCCC2	0.0%	-1.2%	1.5	88	0%	-9	-12	2%	i	5	11%	-1%
CCOc1ccc(Cc2nnc(N)s2)cc1OCC	1.0%	1.5%	0.9	46	2%	9	13	-5%	i	-2	-20%	24%
CCSc1nnc(-c2sc3nnc(-c4ccccc4)c(-c4ccccc4)c3c2N)o1	-0.1%	7.2%	2.8	50	?	-30	-7	4%	?	.	34%	8%
Cc1ccnc(NS(=O)(=O)c2ccc(NC(=O)Cc3ccc(Cl)cc3)cc2)n1	-0.5%[50 µM]	0.7%	-0.7	86	5%	.	.	-9%	.	.	-7%	1%
N=c1c(C(=O)NCc2ccccc2)cc2c(=O)n3ccccc3nc2n1CCCN1CCOCC1	0.3%	-1.4%	-0.5	66	14%	.	.	-26%	.	.	12%	3%
CCOC(=O)c1[nH]c(C)c(C(=O)NCC2CCCO2)c1C (stereo not given)	0.3%	1.2%	0.0	56	14%	-13	0	-8%	i	-4	14%	-4%

Compound	K1F lysis inhibition	RSV antiviral HEp-2	NTR1 ag	NTR1 ag cell count 20 µM	AID2073	WT yeast gro inh	WT yeast gro inh mutant strain	LYP phosphatase	Autophagy mod	Autophagy mod cell loss 18 h	GPR35 arrestin U2OS	NS5 inhibitors
COC(=O)C(C)Sc1ccc2nnc(CCNS(=O)(=O)c3ccc(C)cc3)n2n1 (stereo not given)	0.4%	0.7%	1.5	48	-1%	3	14	-6%	i	1	6%	-5%
CC(=O)N1Cc2ccccc2C(C)CC12CCCC2 (stereo not given)	5.1%[50 µM]	5.8%	0.5	43	3%	-8	-2	-2%	i	-9	2%	-7%
O=C(NC1CCCC1)C(c1ccncc1)N(C(=O)c1csnn1)C1CCCC1 (stereo not given)	0.7%	-0.4%	-0.2	42	-11%	-16	-19	-1%	i	11	6%	-38%
COc1ccc(NC(=S)NNC(=O)C2CC2c2ccc(C)cc2)cc1 (stereo not given)	4.4%	4.2%	-1.8	81	-13%	29	13	-3%	i	7	3%	-7%
COc1ccccc1N1CCN(C(=O)c2cc(=O)c3ccc(C)cc3o2)CC1	0.1%	4.0%	0.9	82	15%	.	.	-6%	.	.	-5%	-1%
N#CC(c1ccc(O)cc1)N1CCCCC1 (stereo not given)	0.2%	1.0%	1.8	61	-6%	-1	0	1%	i	-11	-17%	-4%
CC(C)(C)C1CCC(=NNc2nc3ccccc3[nH]2)CC1 (stereo not given)	-0.6%	4.8%	4.0	47	-10%	11	10	-3%	i	6	-9%	1%
O=C(COc1ccc([N+](=O)[O-])cc1)Nc1ccc2c(c1)CCC2	-0.3%[50 µM]	6.8%	-1.5	57	.	.	.	.	.	.	.	-2%
CCC(OC(=O)C1=Cc2ccccc2OC1)C(=O)NCc1ccco1 (stereo not given)	0.8%	5.5%	0.3	33	7%	-35	-16	-4%	i	-4	4%	-4%
CC1(C)SC2C(NC(=O)COc3ccccc3)C(=O)N2C1C(=O)O (stereo not given)	2.8%&0.0%	1.9%&1.0%	-0.9&1.5	46&23	1%	-7	-14	-4%	i	-9	15%	-1%&-3%
Cc1cc(NC(=O)CSc2ccc(-c3ccc4c(c3)OCO4)nn2)no1	.	-0.5%	0.6	67	16%	8	3	-2%	i	-3	-6%	.
CC(NC(=O)c1c(O)c2ccccc2n(C)c1=O)c1ccccc1 (stereo not given)	0.2%	0.2%	-0.1	52	19%	.	.	-6%	.	.	-6%	0%

Compound	K1F lysis inhibition	RSV antiviral HEp-2	NTR1 ag	NTR1 ag cell count 20 µM	AID2073	WT yeast gro inh	WT yeast gro inh mutant strain	LYP phosphatase	Autophagy mod	Autophagy mod cell loss 18 h	GPR35 arrestin U2OS	NS5 inhibitors
Cc1cc(C(=O)CSc2n[nH]c(N)n2)c(C)n1-c1cccc(F)c1	3.8%	5.8%	1.5	61	-23%	-14	10	1%	i	-42	10%	-2%
COc1ccccc1/C=C1/SC(=S)N(CCC(=O)Nc2cccnc2)C1=O	-0.1%	1.3%	6.8	64	12%	.	.	-2%	.	.	-2%	8%
O=C(Cc1ccc([N+](=O)[O-])cc1)Nc1cccc(C(F)(F)F)c1	1.6%	16%	-0.6	94	3%	9	-8	-1%	i	-5	-7%	-2%
Cc1ccc(/C=N/NC(=O)COc2ccccc2-c2ccccc2)cc1	6.1%	-0.2%	.	.	-4%	94*	21*	3%	i	49	-12%	1%
CCOCCc1nnc(NC(=O)CSc2ccccc2)s1	3.4%	1.9%	-0.5	57	-1%	-6	-8	-8%	i	-7	17%	-3%
CCCc1nc2oc3cc(OC)ccc3c(=O)c2c(=O)n1Cc1ccco1	0.5%	-0.1%	0.1	67	47%	-14	-13	-3%	i	-4	-8%	-2%
CCOC(=O)c1cnc2c(-c3ccc(Cl)cc3)cnn2c1C	0.0%	1.2%	0.9	69	19%	24	7	-10%	i	-6	12%	-11%
C/C(=N\Nc1nc(N2CCCCCC2)nc(N2CCCCCC2)n1)c1ccccc1	0.9%	?	2.1	101	0%	65*	5.8*	5%	i	-12	2%	-5%
